# From PubChem BioAssay
# KB-V1 cytotox – kills drug-selected multidrug resistant KB-V1 cells. Potency, µM (top dose mostly 46.1 µM), for the others: at the top dose activity change, negative = cytotoxicity, most hits filed as cytotoxic. KB-V1 MDR cells viability, CellTiter-Glo, 72 h. AID 1347076. hit rate 3.4% among 400,000; note: potency is the fitted concentration of half-maximal effect; % is set by controls: 0 for no effect and ±100 for the full control effect; nearly all actives have a fitted effect of over 60% in size
#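 KB-V1 cells (P-gp-expressing MDR subline of KB-3-1) in phenol-red-free DMEM with 10% FBS were exposed to library compounds over a concentration series for 72 h at 37 degrees C. Viability read by CellTiter-Glo luminescence; concentration-effect curves fitted after normalization.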
# HT1080 IDH1KD tx – HT-1080 IDH1 knockdown cell toxicity (counter line); HT-1080 IDH1 knockdown viability, ATP luminescence, 48 h; Potency, µM (series often up to 46.1 µM), for inactives: at the top dose activity, negative = toxicity, usual class: cytotoxic; hit rate 2% among 360,000;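 note: potency is the fitted concentration of half-maximal effect; 0% = DMSO wells and -100% = cell-free medium wells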
#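 % activity derives from luminescence (CellTiter-Glo), normalised to DMSO and no-cell wells. HT-1080-IDH1KD cells, 750/well, had 48 h compound exposure at 37 °C.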
# IL1B secr inh – inflammasome signaling inhibition, IL-1 beta readout; hit rate 4.7% among 360,000; activity change, % at 57.5 µM; THP-1 LPS/ATP IL-1B secretion, AlphaLISA, 16 h; stronger effect = lower value; in the data active = activity change below about -50%; inconclusive = mostly about -30% to -49%; note: % is set by controls: 0 for no effect and ±100 for the full control effect
#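 THP-1 cells pretreated 1 hr with compounds (up to 57.5 uM final), then stimulated with LPS (250 ng/mL final) plus ATP (1.25 mM final); secreted IL-1B measured by AlphaLISA after 16 hr, decreased signal indicating inhibition.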
# MCF10A rereplic – DNA re-replication induction in MCF 10a cells. hit rate 2.9% among 350,000. MCF 10A DNA re-replication, Hoechst nuclear intensity, 48 h. Potency, µM (doses to about 46.1 µM), for the others: at the top dose activity, positive = re-replication, actives largely listed as activators; note: potency is the fitted concentration of half-maximal effect; % of control where 0% means no effect; nearly all actives have a fitted effect of over 50% in size
# D3 ag – agonists of human D3 dopamine receptor; D3R DiscoveRx beta-arrestin cells, luminescence, 90 min; hit rate 0.58% among 410,000; max activation, %; P35462; AID 652048; in the data active = max activation above about 30%; note: 0% is about no effect; mostly tested at two doses, the higher about 12 µM
# Target sequence (P35462 whole entry, looked up): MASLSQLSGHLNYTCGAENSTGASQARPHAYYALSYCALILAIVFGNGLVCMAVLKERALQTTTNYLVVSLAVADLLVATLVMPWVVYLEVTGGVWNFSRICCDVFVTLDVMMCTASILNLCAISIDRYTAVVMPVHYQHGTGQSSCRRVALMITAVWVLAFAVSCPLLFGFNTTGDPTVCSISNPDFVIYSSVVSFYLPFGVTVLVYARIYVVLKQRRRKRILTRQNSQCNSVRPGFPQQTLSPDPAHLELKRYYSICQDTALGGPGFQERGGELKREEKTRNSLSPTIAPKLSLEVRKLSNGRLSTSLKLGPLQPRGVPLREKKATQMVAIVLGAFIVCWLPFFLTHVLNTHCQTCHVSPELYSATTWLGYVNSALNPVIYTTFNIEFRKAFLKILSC
#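 Agonist mode: compounds and dopamine controls were applied to plated cells for 90 min at 37 degrees C after an overnight attachment at 1500 cells/well. Luminescent read-out followed 30 - 60 minutes at room temperature with DiscoveRx detection reagent.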
# SW480 rerep – DNA re-replication induction in SW480 cells | SW480 DNA re-replication, Hoechst DNA content imaging, 48 h | AID 624297 | Potency, µM (series often up to 46.1 µM), for the others: top-dose re-replication activation, hits mostly activators | hit rate 1.8% among 340,000; note: potency is the fitted concentration of half-maximal effect; % of control where 0% means no effect; nearly all actives have a fitted effect of over 55% in size
#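 First, 250 cells per well were seeded. Next, compound or vehicle (23 nL) was pinned in, plates sat 48 hr at 37 C. Finally Hoechst was added for 40 min before fluorescence scanning.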
# GLP1R cytotox – cytotoxicity in counter-screen for GLP-1R inverse agonists | Potency, µM (top dose mostly 38.3 µM), for inactives: top-dose activity change, negative = inhibition, actives largely listed as inhibitors | hit rate 0.13% among 410,000 | HEK293 cAMP-luciferase reporter cells, luminescence, 24 h;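 note: loss of luciferase light is scored as toxicity; potency is the fitted concentration of half-maximal effect; % is set by controls: 0 for no effect and ±100 for the full control effect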
#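 Cells in DMEM/10% Nu serum/1% pen-strep, 1536-well format. Pre-incubated 12 h, dosed with 23 nL compound, incubated a further 24 h. Luciferase detection, 12 min at room temp, luminescence.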
# HT1080NT lethal – kills 2HG-producing HT-1080-NT fibrosarcoma cells; HT-1080-NT fibrosarcoma viability, CellTiter-Glo ATP luminescence, 48 h; Potency, µM (top dose mostly 46.1 µM), for the others: at the highest dose activity, negative = less viability, most hits filed as cytotoxic; AID 686970; hit rate 1.6% among 360,000;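 note: NT is the 2HG producing partner of a matched IDH1 knockdown line; potency is the fitted concentration of half-maximal effect; 0% = DMSO-treated cells and -100% = media-only wells without cells; nearly all actives have a fitted effect of over 55% in size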
#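 Compounds were tested in concentration-response format on HT-1080-NT cells for 48 hours at 37 degrees C. Cell viability came from CellTiter-Glo luminescence; curves were classified by r2, response magnitude and activity.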
# KB-3-1 tox – kills parental KB-3-1 adenocarcinoma cells. hit rate 1.4% among 400,000. KB-3-1 viability, CellTiter-Glo ATP luminescence, 72 h. Potency, µM (titrated, usually from 46.1 µM), inactives show at the top dose activity change, negative = cytotoxic, usual class: cytotoxic. AID 1347075; note: potency is the fitted concentration of half-maximal effect; % is set by controls: 0 for no effect and ±100 for the full control effect; nearly all actives have a fitted effect of over 60% in size
#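 Using CellTiter-Glo luminescence, growth of non-resistant KB-3-1 adenocarcinoma cells is assessed 72 h after pin-tool compound addition at 37 °C. Normalized responses across the concentration series yield fitted curves.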
# An asterisk follows results filed as active; ? = inconclusive; . = not tested or not shown; [ ] = remark or other dose. Unless noted, calls come from the whole dose curve; as a rule, active = well fitted curve in the direction sought with a large enough effect; inconclusive = small, poorly fitted or top-dose-only effect, or another doubt; inactive = no such curve, though single readings can be large; an effect the other way counts as inactive or inconclusive.
structure | IL1B secr inh | MCF10A rereplic | HT1080NT lethal | HT1080 IDH1KD tx | GLP1R cytotox | D3 ag | KB-3-1 tox | KB-V1 cytotox | SW480 rerep
COC(=O)c1cc(-c2cccs2)[nH]n1 | -5.9 | -1.3% | 5.7% | -1.0% | 0.3% | -8.0 | 2.8% | -4.7% | -54.5%[inhibitor]
COc1ccc(C)cc1N(CC(=O)NC(C)c1ccccc1)S(C)(=O)=O (stereo unspecified) | 6.8 | ? | 11.6% | 8.2% | -4.9% | 12.7 | 4.4% | -8.7% | 7.1%
CC(C)NC(=O)CSc1nnc(-c2ccc3ncccc3c2)n1C | -11.5 | -1.3% | -0.8% | 8.5% | 1.1% | 5.0 | 3.0% | 18.2% | -13.6%
COC(=O)[C@]12C(=O)NC[C@H](CN1c1ccc(Cl)c(C)c1)N2C | 0.0 | 6.0% | 0.2% | 5.8% | 3.9% | -9.4 | 15.8% | ? | 2.5%
CC(=O)c1cccc2c(O)c(C3=Nc4ccccc4C3=O)[nH]c12 | -18.3 | ? | -23.5% | ? | -25.3% | -0.5 | ? | ? | ?
Cc1cc(=O)oc2cc(OCC(=O)Nc3ccc(F)cc3F)ccc12 | -12.0 | 0.7% | 9.5% | 21.8% | -9.6% | -5.6 | ? | 22.0% | -80.7%[inhibitor]
Cc1nc2ccccn2c1/C(O)=C1\C(=O)C(=O)N(CCCn2ccnc2)C1c1ccncc1 (stereo unspecified) | 16.7 | -4.4% | 0.0% | 0.2% | -26.7% | -6.2 | -1.8% | 0.0% | 2.5%
COC(=O)CCC(C)C1CCC2C3CCC4CC(O)CCC4(C)C3=CC(=O)C12C (stereo unspecified) | -53.5* | 3.9% | 19.2% | -1.7% | -8.0% | 4.0 | 0.0% | -6.8% | 1.3%
O=C(N/N=C\c1cccnc1)c1cc(-c2ccc(Cl)s2)[nH]n1 | -11.4 | ? | -1.4% | -2.1% | 25.3% | 4.9 | -1.7% | 0.0% | -21.2%
CC(C)(C)n1ncc2c(=O)n(CC(=O)Nc3ccc4c(c3)OCO4)cnc21 | -2.0 | 6.4% | -0.1% | -4.3% | -14.4% | 5.5 | -5.2% | -3.7% | -0.7%[9.22 µM]
FC(F)(F)c1cccc(Cc2noc(CN3CCCC(OCc4ccccn4)C3)n2)c1 (stereo unspecified) | -10.9 | 10.9% | -16.2% | 0.5% | 10.6%[7.66 µM] | 0.7 | ? | ? | 0.9%
CC1(C)C([N+](=O)[O-])C(c2ccc(F)cc2)NC(c2ccc(F)cc2)C1[N+](=O)[O-] (stereo unspecified) | -16.2 | 17.0% | -6.5% | -1.7% | 25.3% | -20.4 | ? | ? | 5.5%
CC(=O)Nc1ccc(S(=O)(=O)N(C)CCOCc2ccccc2)cc1 | -12.5 | 6.0% | -18.3% | -2.8%[9.24 µM] | 22.7% | -3.8 | ? | ? | 7.2%
CC(=O)c1ccc(OCC(O)CN2CCN(S(=O)(=O)c3c(C)c(C)cc(C)c3C)CC2)cc1 (stereo unspecified) | -62.3* | ? | -22.3% | ? | -10.1% | 6.3 | 2.0% | ? | ?
CCOC(=O)Cn1c(=O)oc2cc(S(=O)(=O)NCc3ccc(F)cc3)ccc21 | . | . | . | . | 1.0% | -2.5 | -1.1% | ? | .
O=C(NCCC1CCCCN1S(=O)(=O)c1ccc(F)cc1)C(=O)Nc1ccccc1F (stereo unspecified) | 6.9 | -4.5% | -0.1% | -2.1% | 0.0% | -2.3 | -2.0% | -18.8% | -256.1%[inhibitor]
O=C(CSC1=Nc2ccccc2N=C(c2ccc(F)cc2)C1)Nc1ccc(Cl)cc1 | . | . | . | . | 3.9% | -4.1 | -4.5% | -11.6% | .
COc1cc(CC(=O)O)ccc1OCc1ccccc1 | 23.1 | 0.6% | -6.3% | 4.8% | -3.4% | -7.9 | -13.9% | 6.8% | -5.9%
CCOc1ccccc1C=NNC(=O)C1CC1 | -4.4 | -3.1% | 0.3% | 7.1% | -8.4% | 0.2 | 8.4% | 11.4% | -9.7%
CCCCN(C(=O)NC(=O)C1=C(N2CCOCC2)/C(=C/c2ccccc2)CC1)S(C)(=O)=O | ? | ? | 1.4% | ? | 205.0%[activator] | 8.0 | 6.4% | 2.2% | 17.2%
O=C(N/N=C/c1ccc([N+](=O)[O-])cc1)c1cc(-c2ccc3c(c2)OCO3)n[nH]1 | 5.9 | -3.7% | 5.5% | 15.3% | -20.0% | 0.0 | 1.4% | 14.0% | -16.6%
Cc1ccc(-c2nn(-c3ccccc3)cc2C(=O)NC2CCC(O)CC2)cc1 (stereo unspecified) | ? | -10.8% | 11.7% | 5.5% | -0.3% | -1.3 | 0.0% | 15.2% | -20.3%
O=C(CN1C(=O)C2CC=CCC2C1=O)Nc1nc2ccccc2s1 (stereo unspecified) | 4.3 | -3.2% | 5.8% | 1.4% | 1.9% | -3.5 | 6.7% | 11.9% | -7.4%
Cn1c(=O)[nH]c(=O)c2cc(C(=O)c3cc(F)ccc3O)cnc21 | 25.7 | 8.2% | -23.9% | -0.4% | -8.8%[7.66 µM] | -3.5 | 6.2% | ? | -1.6%
O=C(c1cc2ccccc2o1)N(C1CC1)C1(C(=O)Nc2ccccc2)CCCC1 | 3.5 | 3.1% | -19.9% | -18.6% | 2.2% | -5.9 | ? | ? | 12.2%
O=C(CSc1nnc(CNC(=O)c2ccco2)o1)Nc1ccc(Br)cc1 | 4.1 | ? | -21.7% | -14.7% | -6.9% | -4.9 | 0.0% | 10.5% | 2.1%
Cc1nn(Cc2c(F)cccc2Cl)c(C)c1[N+](=O)[O-] | -5.0 | -5.8% | -18.0% | -5.6% | 9.6% | 1.7 | -7.7% | 14.0% | -5.9%
Brc1ccccc1OCCCOc1cccc2cccnc12 | -10.1 | 14.0% | -17.9% | ? | 4.2% | 1.9 | -24.3% | ? | 4.3%
N#C/C(=C\c1cc([N+](=O)[O-])ccc1Cl)C(N)=O | -88.8* | 20.6µM* | ? | ? | 5.8% | -6.2 | -7.7% | -13.3% | 8.2µM*
CCOC(=O)c1ccc(NC(=O)c2ccccc2)cc1 | ? | 0.4% | -1.0% | -2.5% | 0.9% | -16.8 | -1.5% | -22.5% | -2.2%
Nc1ncnc2nc(N3CCN(C(=O)c4ccccc4)CC3)[nH]c12 | -11.7 | -3.0% | 14.2% | 6.0% | -7.4% | 1.9 | 9.5% | 0.6% | -4.3%
O=c1c2[nH]c3ccccc3c2ncn1C1CCCCC1 | ? | 8.7% | -11.8% | -3.3% | -3.8% | 1.7 | 4.4% | -26.3% | 4.7%
Cn1c(C2CC(=O)N(Cc3ccccc3)C2)nc2ccccc21 (stereo unspecified) | -3.1 | -0.3% | 2.3% | 2.9% | -2.5% | 2.9 | 10.7% | 1.0% | -2.6%
CCOC(=O)c1sc(NNC(=O)c2ccc(F)cc2)nc1C | 57.6 | 7.7% | -17.9% | -11.0% | -6.5% | 21.6 | ? | -7.8% | ?
Cc1ccc(S(=O)(=O)Nc2cc3c(cc2C)n(C)c(=O)c(=O)n3C)cc1 | . | . | . | . | -7.2% | -4.1 | -2.0% | 4.6% | .
O=C(OC1CCN(c2ncc(C(F)(F)F)cc2Cl)CC1)c1ccc(Cl)cc1 | 3.7 | 0.0% | 4.1% | 6.4% | -11.5% | -0.6 | 4.8% | 14.4% | -0.7%
CCN(C(=O)COC(=O)c1nn(-c2ccccc2)c(=O)c2ccccc12)C1CCS(=O)(=O)C1 (stereo unspecified) | -2.9 | -11.4% | 18.2% | 15.4% | -3.5% | -7.5 | 1.3% | 18.9% | ?
CC(OC(=O)Cc1coc2cc3c(cc12)CCC3)C(=O)NCc1ccc2c(c1)OCO2 (stereo unspecified) | 18.3 | 2.0% | 1.0% | 5.3% | -4.3% | 4.8 | 2.3% | 10.1% | 2.7%
CC1(C(=O)NS(=O)(=O)c2ccccc2Cl)CCN1C(=O)CCc1ccccc1 (stereo unspecified) | -18.6 | . | 1.0% | 24.3% | 2.4% | 0.2 | -5.1% | -4.6% | .
O=C(N/N=C/c1ccco1)C1COc2ccccc2O1 (stereo unspecified) | 0.0 | -6.3% | 11.7% | 14.3% | -1.4% | -2.9 | 6.6% | -3.9% | -18.3%
CC(C)(C)SCCNS(=O)(=O)c1ccc(Cl)cc1 | 23.5 | ? | -1.2% | ? | -7.5%[7.66 µM] | -0.1 | 4.2% | 0.0% | 1.2%
CCCCCCCCN1C(=O)N(C)C(N(O)C(=O)NC)C1(C)C (stereo unspecified) | 17.3 | -0.9% | -1.0% | 0.0%[9.24 µM] | -21.1% | 3.6 | -2.0% | -19.4% | -3.1%
COc1ccc(CCNS(=O)(=O)CCNC(=O)c2ccc3c(c2)OCO3)cc1 | -7.7 | 0.8% | -2.0% | 4.1% | 6.7% | 0.8 | -0.4% | 0.0% | -2.4%
O=C(COc1ccc(Cl)cc1)N(Cc1ccc(F)cc1)C1CCS(=O)(=O)C1 (stereo unspecified) | -11.2 | 2.8% | 0.8% | -15.6% | -20.6% | 2.6 | 17.6% | ? | 0.3%
